TexasRed fluor: Total Fluorescence Counterscreen for Inhibitors of the Interaction of Thyroid Hormone Receptor and Steroid Receptor Coregulator 2. Potency, µM (series often up to 106 µM), for the others: at the highest dose fluorescence change, negative = quenching. TRb/SRC2 Texas Red total fluorescence interference. AID 1479, 2009. hit rate 0.29% among 280,000; active means well fitted curve in either direction with a large enough effect; inconclusive means small, poorly fitted or top-dose-only effect
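Flags fluorescent or light-absorbing compounds by total fluorescence, S + 2P, at 555 nm excitation and 632 nm emission. Mixture: 20 nM Texas Red SRC2 peptide, 0.6 uM human TRb LBD, 1 uM T3, 5% DMSO; compound exposure 5 h at ambient temperature.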
TRb SRC2 PPI: qHTS for Inhibitors of the Interaction of Thyroid Hormone Receptor and Steroid Receptor Coregulator 2. hit rate 0.065% among 280,000. TRbeta-SRC2 peptide binding, fluorescence polarization; receptor liganded with 1 µM T3. Potency, µM (series often up to 106 µM), for inactives: at the highest dose activity change, negative = inhibition, usual class: inhibitors. Thyroid hormone receptor beta (Homo sapiens), P10828; active means well fitted inhibition curve with a large enough effect; inconclusive means small, poorly fitted or top-dose-only effect, or effect the other way;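 further: plate controls were bound peptide for no effect and peptide without receptor for full effect; nearly all actives have a fitted effect of over 50% in size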
Target sequence (P10828 whole entry, looked up): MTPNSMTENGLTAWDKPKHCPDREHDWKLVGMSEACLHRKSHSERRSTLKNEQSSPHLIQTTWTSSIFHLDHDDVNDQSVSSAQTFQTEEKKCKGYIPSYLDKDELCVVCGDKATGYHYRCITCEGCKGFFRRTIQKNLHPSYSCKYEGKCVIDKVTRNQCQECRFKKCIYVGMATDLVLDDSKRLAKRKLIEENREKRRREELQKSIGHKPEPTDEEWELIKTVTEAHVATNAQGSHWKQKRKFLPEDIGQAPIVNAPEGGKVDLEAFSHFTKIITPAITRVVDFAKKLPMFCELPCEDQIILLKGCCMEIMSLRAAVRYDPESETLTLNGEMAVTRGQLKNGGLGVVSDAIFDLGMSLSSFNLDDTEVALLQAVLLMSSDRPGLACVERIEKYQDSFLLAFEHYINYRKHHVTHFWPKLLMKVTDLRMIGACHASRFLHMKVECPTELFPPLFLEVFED
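Fluorescence polarization of 20 nM Texas Red SRC2 peptide with 0.6 uM human TRb ligand-binding domain, in Tris buffer with 1uM T3 and 5% DMSO. Incubated 5 hr ambient; normalized to unbound and bound controls.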
Lamin A splicing: qHTS Assay for Modulators of Lamin A Splicing; hit rate 0.01% among 200,000; AID 1487, 2009; HeLa LMNA splicing GFP/RFP minigene ratio, 48 h; Potency, µM (series often up to 46.1 µM), inactives show at the highest dose ratio change, negative = inhibition, actives largely listed as inhibitors; active means well fitted inhibition curve with a large enough effect in the signal ratio, with a control signal flat, not every such curve was filed as active; inconclusive means small, poorly fitted or top-dose-only effect, or effect the other way, or a change in a side signal; the % refers to the signal ratio
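S3 HeLa cells stably expressing lamin A-EGFP splicing minigene plus DsRed2, 600 cells/well, 48 h compound exposure at 37C. Laser-scanning cytometry; analysed as GFP (500-530 nm)/RFP (575-640 nm) total intensity ratio; 0.5% DMSO vehicle.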
The depositor's hits bear a star; ? = inconclusive; [ ] = another dose, or the depositor's remark. Unless noted, on the % scale 0 is the no-effect control and ±100 the full control effect; potency means the concentration at half of the fitted maximal effect.

SMILES	TexasRed fluor	TRb SRC2 PPI	Lamin A splicing
COc1cc(NC(=O)CCn2nc(C)c(S(=O)(=O)N3CCCCC3)c2C)cc(OC)c1OC	0.5%	4.2%	-13.5%[46 µM]
Cc1ccccc1C(=O)N1CCN(CCc2ccccn2)CC1	5.4%	4.0%	?
Cc1ccc(CN(C(=O)c2ccc([N+](=O)[O-])cc2)c2ccccn2)cc1	-4.4%	-2.2%	-4.9%[46 µM]
CCc1ccc(NC(=O)CSc2nc3ccccc3nc2Cc2ccccc2OC)cc1	-1.6%	2.8%	1.3%[46 µM]
CCN1CCN(c2ncc3c(n2)CCN(CC(C)C)C3)CC1	-1.4%	-1.5%	-1.9%[46 µM]
CCCOc1ccccc1C(=O)N1CCC(c2nc3ccccc3s2)CC1	-30.4%	5.8%	-10.6%[46 µM]
COc1ccc(C(=O)NCC(c2ccc3c(c2)OCO3)N2CCOCC2)cc1 (stereo unspecified)	-2.7%	3.5%	-7.6%[46 µM]
COc1ccc(CNC(=O)C2Cc3cc(S(=O)(=O)N4CCCCCC4)ccc3N2C(C)=O)cc1 (stereo unspecified)	-0.4%	-3.3%	13.7%[46 µM]
CCOc1ccc(Nc2ncnc3c2c(-c2ccccc2)cn3-c2cccc(C)c2)cc1	-1.4%	0.1%	5.2%[46 µM]
Cc1cccc(CCNC(=O)c2ccc3c(c2)nc2n3CCCCC2)c1	-0.8%	-2.9%	?
Cc1nc2ccn(Cc3ccco3)c(=O)c2cc1C(=O)N1CCN(c2ccccc2F)CC1	-7.9%	7.9%	2.2%[46 µM]
Cc1ccc(S(=O)(=O)NCC(c2ccc(N(C)C)cc2)N2CCOCC2)cc1 (stereo unspecified)	0.1%	-4.9%	-3.2%[46 µM]
Cc1c(Cl)cccc1NC(=O)CCS(=O)(=O)c1ccc2c(c1)oc(=O)n2C	-10.5%	1.7%	-12.6%[46 µM]
CCOc1ccc(N2CC(NC(=O)c3ccc4c(c3)OCO4)CC2=O)cc1 (stereo unspecified)	0.7%	-0.1%	2.0%[46 µM]
Cc1ccc(C(=O)c2oc3ccccc3c2NC(=O)c2cc(-c3ccccc3)on2)cc1F	-2.2%	6.0%	20.1%[46 µM]
COc1cccc(OC)c1C(=O)NCCc1sc(-c2cccc(F)c2)nc1C	6.7%	1.7%	-11.7%[46 µM]
Cc1ccc(NC(=O)C2CCN(S(=O)(=O)c3ccc4c(c3)CCCN4C(=O)C3CCC3)CC2)cc1	?	-3.4%	?
Cc1ccc(CNC(=O)CN2C(=O)C3(SCC(=O)N3c3ccc(F)cc3)c3ccccc32)cc1 (stereo unspecified)	-2.3%	7.2%	-3.5%[46 µM]
CCOC(=O)c1c(-c2ccc(C)cc2)csc1NC(=O)c1cc(-c2ccc(Cl)cc2)on1	-23.6%	4.5%	19.2%[46 µM]
CCOc1ccc(-c2nc(Cn3c(=O)cc(C)c4c(C)nn(-c5ccc(C)cc5)c43)c(C)o2)cc1	3.6%	7.1%	8.6%[46 µM]
COc1cc(NC(=O)C2CCN(C(=O)c3sc4nc[nH]c(=O)c4c3C)CC2)cc(OC)c1OC	1.0%	5.7%	?
CCCCCOc1ccc(NC(=O)Cn2c(-c3nonc3N)nc3ccccc32)cc1	-1.0%	2.7%	-0.3%[46 µM]
Cc1cc(Nc2ccc(Br)cc2)nc(C)n1	?	-5.4%	?
CC(C)c1ccc(S(=O)(=O)c2cnc(SCC(=O)Nc3cccc(C(F)(F)F)c3)nc2N)cc1	4.0%	14.6%	?
CC(=O)c1ccc(NC(=O)CSc2nnc(-c3ccncc3)n2-c2ccccc2)cc1	-4.5%	-3.7%	?
Cc1cc(C)cc(S(=O)(=O)c2cn(C)c3cc(N4CCCC4)c(F)cc3c2=O)c1	7.1%	2.1%	-0.9%[46 µM]
Cc1noc2ncnc(N3CCN(c4cccc(C(F)(F)F)c4)CC3)c12	-6.8%	6.4%	7.2%[46 µM]
Cc1ccc(C(=O)NCCc2csc(-c3cccc(F)c3)n2)cc1C	-7.2%	-3.3%	?
Cc1ccc(-c2cc(C(F)(F)F)n3nc(C(=O)NCC45CC6CC(CC(C6)C4)C5)cc3n2)cc1	-1.1%	4.9%	10.8%[46 µM]
CC(=O)N1CCC(N(Cc2ccc(C)o2)C(=O)Nc2ccc(C)cc2)CC1	-11.4%	5.9%	12.6%[46 µM]
CC(=O)c1cccc(NC(=O)CSc2nnc3ccc(-c4ccc(Cl)cc4)nn23)c1	0.3%	5.5%	?
Cc1cccc2sc(N(Cc3cccnc3)C(=O)C3COc4ccccc4O3)nc12 (stereo unspecified)	0.9%	1.8%	?
Cc1ccc(-n2ncc(C(=O)NCCc3ccccc3)c2C2CCN(C(=O)OC(C)(C)C)CC2)c(C)c1	-2.5%	6.7%	?
CCc1ccccc1NC(=O)CC(C)n1nc(C)cc1C (stereo unspecified)	-1.5%	-6.4%	9.7%[46 µM]
COc1ccc(Cc2nc3ccc(C(=O)NCc4ccccc4Cl)cc3o2)cc1	-3.9%	9.8%	?
CCOC(=O)c1noc2ncn(CC(=O)Nc3ccc(F)cc3Cl)c(=O)c12	-5.0%	-3.8%	?
CC(C)c1nn2c(=O)cc(COC(=O)c3cccc(NC(=O)COc4ccc(F)cc4)c3)nc2s1	-0.2%	-2.8%	0.7%[46 µM]
COCCNC(=O)c1c(C)oc2nc(C)nc(N3CCOCC3)c12	-1.0%	0.4%	-23.7%[46 µM]
COc1ccc(CCNC(=O)c2cnn(-c3cccc(C)c3)c2C2CCN(C(=O)OC(C)(C)C)CC2)cc1OC	-15.2%	3.3%	1.6%[46 µM]
O=C(NCc1ccccc1)C(=O)Nc1c2c(nn1-c1ccccc1)CSC2	-1.1%	4.6%	-9.3%[46 µM]
Cc1nc(-c2ccccc2)sc1CCNC(=O)C(=O)Nc1ccc2c(c1)OCCO2	1.9%	-3.5%	16.6%[46 µM]
Cc1cc2n(n1)CCCN2C(=O)Nc1cccc(C)c1C	-28.3%	7.3%	-5.8%[46 µM]
CC1=C(C(=O)Nc2ccc(C)cc2C)C(c2ccc[nH]2)n2ncnc2N1 (stereo unspecified)	-0.9%	-5.4%	4.4%[46 µM]
Cc1ccc(C(=O)NCC(c2ccco2)S(=O)(=O)c2ccccc2)cc1C (stereo unspecified)	0.9%	-13.3%	?
O=C(Nc1c2c(nn1-c1ccc(Cl)cc1)CS(=O)(=O)C2)c1cccc(F)c1	-2.7%	10.0%	-8.0%[46 µM]
Cc1cc(C)c(NC(=O)CSc2nccn2Cc2ccco2)c(C)c1	-4.3%	-6.1%	-11.2%[46 µM]
COc1ccc(CC(=O)N2CCc3cc(OC)c(OC)cc3C2COc2ccc(F)cc2)cc1 (stereo unspecified)	-3.2%	2.3%	?
Cc1ccc(CN2c3ccccc3S(=O)(=O)c3ccccc32)cc1	-1.7%	-8.1%	?
O=c1cc(-c2ccccc2)nc(SCc2nc(-c3cccc(C(F)(F)F)c3)no2)[nH]1	-1.3%	1.0%	13.3%[46 µM]
O=S(=O)(NCCc1csc2nc(-c3ccc(F)cc3)nn12)c1ccc2c(c1)OCCO2	-3.0%	6.2%	13.3%[46 µM]
COC(=O)c1ccc2c(c1)N(CC(=O)Nc1cccc(C(F)(F)F)c1)C(=O)c1ccccc1S2	-4.7%	1.6%	?
Cc1ccc(S(=O)(=O)c2cn(Cc3cccc(F)c3)c3cc(N4CCCC4)c(F)cc3c2=O)cc1	7.3%	6.8%	4.8%[46 µM]
Cc1cc(C)c(/C=C/c2onc(C)c2S(=O)(=O)N2CCC(C(=O)NCC(C)c3ccccc3)CC2)c(C)c1 (stereo unspecified)	?	-1.1%	-9.8%[46 µM]
Cc1ccc2nc(NC(=O)CSc3nccn3Cc3ccc(F)cc3)sc2c1	-1.6%	-1.8%	?
Cc1cc(N2CCN(C)CC2)nc2ccc(NC(=O)Nc3ccccc3Cl)cc12	-6.0%	-3.4%	-21.2%[46 µM]
COc1ccc(OCc2ccc(-c3nc(C#N)c(N4CCN(C)CC4)o3)o2)cc1	-4.0%	-2.9%	3.4%[46 µM]
CCc1ccc(CNC(=O)c2cc3cc(S(=O)(=O)N4CCCCC4)ccc3n2C)cc1	-0.2%	3.5%	-10.4%[46 µM]
Cc1nc2ccn(Cc3cccnc3)c(=O)c2cc1C(=O)Nc1ccc(OC(F)(F)F)cc1	0.2%	2.9%	-8.9%[46 µM]
COc1ccc(OCC(=O)NCc2ccc3c(c2)CCN3C(=O)c2ccc(F)cc2)cc1	-54.9%	-16.9%	?
COc1ccccc1-c1c(C)nn2c(N3CCN(c4cccc(Cl)c4)CC3)cc(C)nc12	2.6%	-0.7%	-0.7%[46 µM]

Retrieved by structure from the list above, six records:
SMILES	TexasRed fluor	TRb SRC2 PPI	Lamin A splicing
Cc1c(Cl)cccc1NC(=O)CCS(=O)(=O)c1ccc2c(c1)oc(=O)n2C	-10.5%	1.7%	-12.6%[46 µM]
CCc1ccc(NC(=O)CSc2nc3ccccc3nc2Cc2ccccc2OC)cc1	-1.6%	2.8%	1.3%[46 µM]
CCOC(=O)c1c(-c2ccc(C)cc2)csc1NC(=O)c1cc(-c2ccc(Cl)cc2)on1	-23.6%	4.5%	19.2%[46 µM]
CC1=C(C(=O)Nc2ccc(C)cc2C)C(c2ccc[nH]2)n2ncnc2N1 (stereo unspecified)	-0.9%	-5.4%	4.4%[46 µM]
COc1ccc(C(=O)NCC(c2ccc3c(c2)OCO3)N2CCOCC2)cc1 (stereo unspecified)	-2.7%	3.5%	-7.6%[46 µM]
COc1cc(NC(=O)C2CCN(C(=O)c3sc4nc[nH]c(=O)c4c3C)CC2)cc(OC)c1OC	1.0%	5.7%	?

Next entries follow.
SMILES	TexasRed fluor	TRb SRC2 PPI	Lamin A splicing
CCOC(=O)c1c(C)oc2ncnc(NCCc3ccccc3)c12	-1.9%	1.4%	17.5%[46 µM]
COc1ccc(CNC(=O)c2cnc(N(C)C)nc2)cc1	-0.3%	-6.4%	-11.5%[46 µM]
Cc1ccc(NC(=O)c2sc3nc[nH]c(=O)c3c2C)cc1C	-0.4%	-5.9%	-11.3%[46 µM]
Cc1ccc(CNC(=O)c2sc3nc(-c4ccccc4)cn3c2C)cc1	-1.7%	2.0%	9.5%[46 µM]
Cc1ccc(-c2nc3c4ccccc4n(CC(=O)N4CCN(c5ccccc5F)CC4)c(=O)n3n2)cc1	0.4%	-1.4%	7.8%[46 µM]
COc1ccc(Cl)cc1NC(=O)CN1Cc2ccccc2C1=O	-20.8%	1.0%	-7.0%[46 µM]
O=C(c1ccccc1)N1CCN(CCc2ccncc2)CC1	1.9%	-7.6%	?
COc1cc(OC)c(NC(=O)CN2C(=O)CCn3nc(-c4cccn4C)cc32)cc1Cl	-5.0%	1.9%	-7.7%[46 µM]
O=S(=O)(Nc1cccc(-c2ccc(N3CCCCCC3)nn2)c1)c1ccc(F)cc1	3.4%	3.3%	4.7%[46 µM]
O=C(NCCS(=O)(=O)N1CCN(c2ccccc2F)CC1)C(c1ccccc1)c1ccccc1	-3.2%	-0.9%	3.8%[46 µM]
O=C(Nc1ccc(-c2nc3cc(NC(=O)c4ccccc4F)ccc3o2)cc1)c1ccccc1F	-16.3%	0.1%	-17.6%[46 µM]
Cc1ccc(C(=O)NCc2ccc(F)cc2)cc1NC(=O)c1nsc2ccccc12	-0.9%	4.8%	5.8%[46 µM]
COc1ccccc1CNC(=O)C(=O)NCC(c1ccc2c(c1)OCO2)N1CCOCC1 (stereo unspecified)	3.2%	4.1%	10.8%[46 µM]
CCCc1nccn1S(=O)(=O)c1cc(Br)ccc1OC	-2.7%	6.4%	-12.1%[46 µM]
Cc1ccc(-n2ncc3c(NCCC4=CCCCC4)ncnc32)cc1	-3.1%	7.2%	-22.0%[46 µM]
COc1ccccc1-c1nnc(SCCOc2ccccc2C)o1	-14.1%	-0.6%	-20.8%[46 µM]
CCC1CCCCN1CCCNC(=O)c1ccc2c(c1)N(Cc1cccc(Cl)c1)C(=O)c1ccccc1S2(=O)=O (stereo unspecified)	-0.9%	-1.0%	?
O=S(=O)(NCCc1csc(-c2ccc(F)cc2)n1)c1ccc(Cl)cc1	-2.1%	0.1%	-1.8%[46 µM]
CCCCOc1ccc(-c2nonc2NC(=O)c2ccco2)cc1	-7.4%	3.0%	?
COc1ccc(S(=O)(=O)NCC(c2ccc(N(C)C)cc2)N2CCCC2)cc1F (stereo unspecified)	-1.8%	-3.3%	5.3%[46 µM]

Screening data as filed in PubChem.

The list is partial; count on the stated rates, not on these rows.
